ELG1 genotoxic = qHTS screen for small molecules that induce genotoxicity in human embryonic kidney (HEK293T) cells expressing luciferase-tagged ELG1 | Potency, µM (titrated, usually from 46 µM), for the others: at the top dose activity change, positive = activation, usual class: activators | HEK293T ELG1-luciferase reporter, luminescence, 16 h | 1.3% of 330,000 active | AID 504466, 2011; also: % of control where 0% means no effect; nearly all actives have a fitted effect of over 60% in size
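Reporter readout depends on ELG1 protein level, which increases with genetic stress. After 16 hr compound exposure at 37 °C, luciferase activity was quantified using ONE-Glo.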
Rab9 prom act = qHTS Assay for Rab9 Promoter Activators | Huh7 Rab9 promoter-luciferase reporter, luminescence, 24 h | Potency, µM (titrated, usually from 9.22 µM), for the others: at the highest dose activation, negative = inhibition, actives largely listed as activators | 2.8% of 320,000 active; also: % of control where 0% means no effect; nearly all actives have a fitted effect of over 60% in size
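Using Huh7 cells stably transfected with Rab9 promoter–luciferase, compounds were incubated 24 h at 37 °C, 5% CO2; luciferase luminescence was read 10 min after reagent addition.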
BRCA1 expr act = qHTS Assay to Identify Small Molecule Activators of BRCA1 Expression; MCF7-BRCA1-FFLuc reporter, luminescence, 48 h; response scale: scaled: vehicle 0%, 10 µM genistein 100%; Potency, µM (titrated, usually from 46.1 µM), for inactives: top-dose activation, actives largely listed as activators; 1.1% of 380,000 active; also: nearly all actives have a fitted effect of over 80% in size; some results filed as inactive show a strong effect at the top dose
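Compounds are tested at multiple concentrations on MCF7 BRCA1-luciferase reporter cells seeded at 2000 per well; after 48 h, a single luminescence end-point is taken and curves fitted to the normalized data.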
p53 reactivation = qHTS assay for re-activators of p53 using a Luc reporter; Potency, µM (doses to about 92.2 µM), for inactives: at the top dose activity change, positive = activation, usual class: activators; H1299 p53-A138V BP100-luciferase reporter, luminescence, 24 h; 0.063% of 320,000 active; also: % of control where 0% means no effect; nearly all actives have a fitted effect of over 45% in size
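p53-null H1299 cells stably carrying temperature-sensitive p53-A138V and a BP100-luciferase reporter were pinned with compounds (4-point, 1:5 series) and held 24 hrs at 37 deg C. Luminescence was read 10 min after detection reagent.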
uPA surface inh = qHTS for Inhibitors of Cell Surface uPA Generation; Potency, µM (series often up to 38.3 µM), for inactives: at the top dose activity change, negative = inhibition, most hits filed as inhibitors; cell surface uPA generation assay, qHTS; 0.31% of 330,000 active; AID 540303, 2011; active = well fitted inhibition curve with a large enough effect; inconclusive = small, poorly fitted or top-dose-only effect; inactive = no such curve, though single readings can be large or run the other way; tested in mouse RAW 264.7 cells; also: % is scaled to controls: 0 for no effect and ±100 for the full control effect; nearly all actives have a fitted effect of over 55% in size
NPC1 prom act = qHTS Assay for NPC1 Promoter Activators; Huh7 NPC1 promoter luciferase reporter, 24 h; Potency, µM (top dose mostly 9.22 µM), for inactives: at the top dose activation, usual class: activators; 2.4% of 320,000 active; AID 485313, 2010;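 also: % of control where 0% means no effect; nearly all actives have a fitted effect of over 60% in size; reporter is driven by a mutant NPC1 promoter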
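Cells: Huh7 expressing luciferase under the NPC1 promoter, 1500/well. Seeded 2 h, compound added, incubated 24 h at 37 °C. Luciferase reagent, 10 min ambient, then luminescence.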
Gal4-VP16 FLuc = VP16 counterscreen qHTS for inhibitors of ROR gamma transcriptional activity; Drosophila S2 Gal4-VP16 UAS-luciferase, luminescence, 20 h; 3.5% of 310,000 active; Potency, µM (highest dose often 53.6 µM), for the others: top-dose activity, negative = inhibition, usual class: inhibitors;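 also: Gal4-VP16 expression switched on by copper sulfate through the metallothionein promoter; % is scaled to controls: 0 for no effect and ±100 for the full control effect; nearly all actives have a fitted effect of over 50% in size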
RORg inh = qHTS for inhibitors of ROR gamma transcriptional activity. Drosophila S2 Gal4-RORgamma UAS-luciferase reporter, 20 h. Potency, µM (titrated, usually from 53.6 µM), for the others: top-dose activity change, negative = inhibition, actives largely listed as inhibitors. 5.4% of 310,000 active. AID 2551, 2010; also: % is scaled to controls: 0 for no effect and ±100 for the full control effect; nearly all actives have a fitted effect of over 60% in size
Target sequence (P51450 whole entry, looked up, the tested form may be a part): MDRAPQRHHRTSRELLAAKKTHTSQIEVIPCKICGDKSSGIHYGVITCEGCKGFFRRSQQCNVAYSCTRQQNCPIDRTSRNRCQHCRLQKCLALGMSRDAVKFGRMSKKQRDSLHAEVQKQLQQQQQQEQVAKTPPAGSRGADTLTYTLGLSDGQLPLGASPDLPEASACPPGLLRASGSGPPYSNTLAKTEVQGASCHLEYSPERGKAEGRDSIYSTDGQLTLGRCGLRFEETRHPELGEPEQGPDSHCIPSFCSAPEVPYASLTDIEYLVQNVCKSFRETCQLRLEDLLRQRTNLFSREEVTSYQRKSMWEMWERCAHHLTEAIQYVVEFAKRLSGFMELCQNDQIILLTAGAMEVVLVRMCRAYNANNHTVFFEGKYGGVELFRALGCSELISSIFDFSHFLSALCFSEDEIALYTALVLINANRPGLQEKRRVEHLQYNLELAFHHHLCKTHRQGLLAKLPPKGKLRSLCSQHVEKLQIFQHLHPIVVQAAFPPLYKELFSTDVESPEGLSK
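Drosophila S2 cells stably expressing Gal4-DBD/mouse RORγ fusion under metallothionein promoter plus UAS-luciferase; compound 1 h, then 700 uM CuSO4 induction for 20 h at ambient temperature; inhibition read as reduced luminescence.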
MBNL1 CUG block = qHTS Assay for Inhibitors of MBNL1-poly(CUG) RNA binding. Potency, µM (top dose mostly 57.5 µM), without a hit: at the top dose activity change, negative = inhibition, hits mostly inhibitors. Muscleblind-like protein 1 (Homo sapiens), Q9NR56. 0.036% of 280,000 active. TR-FRET MBNL1-His/biotin-(CUG)12 binding, 665/545 ratio; active = well fitted inhibition curve with a large enough effect in the signal ratio, with a control signal flat, not every such curve was filed as active; inconclusive = small, poorly fitted or top-dose-only effect, or effect the other way, or a change in a side signal; inactive = no such curve, though single readings can be large or run the other way; the % refers to the signal ratio; also: % is scaled to controls: 0 for no effect and ±100 for the full control effect
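MBNL1-His + Biotin-(CUG)12, cpd titration 92 nM–58 uM; Tb anti-His Ab 0.055 ng/ul, SA-XL665 5 nM (final); 60 min RT; ratiometric 665/545 nm, Ex 340 nm; normalized to buffer and full-complex controls.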
FLuc modulator = qHTS profiling assay for firefly luciferase inhibitor/activator using purifed enzyme and Km concentrations of substrates (counterscreen for miR-21 project). purified FLuc, Km substrates, luminescence inhibition. Luciferin 4-monooxygenase (Photinus pyralis), P08659. Potency, µM (top dose mostly 57.5 µM), for inactives: at the highest dose activity change, negative = inhibition, actives largely listed as inhibitors. 6.9% of 360,000 active;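 also: plate controls were vehicle for no effect and reference inhibitor for full effect; nearly all actives have a fitted effect of over 55% in size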
Target sequence (P08659 whole entry, looked up): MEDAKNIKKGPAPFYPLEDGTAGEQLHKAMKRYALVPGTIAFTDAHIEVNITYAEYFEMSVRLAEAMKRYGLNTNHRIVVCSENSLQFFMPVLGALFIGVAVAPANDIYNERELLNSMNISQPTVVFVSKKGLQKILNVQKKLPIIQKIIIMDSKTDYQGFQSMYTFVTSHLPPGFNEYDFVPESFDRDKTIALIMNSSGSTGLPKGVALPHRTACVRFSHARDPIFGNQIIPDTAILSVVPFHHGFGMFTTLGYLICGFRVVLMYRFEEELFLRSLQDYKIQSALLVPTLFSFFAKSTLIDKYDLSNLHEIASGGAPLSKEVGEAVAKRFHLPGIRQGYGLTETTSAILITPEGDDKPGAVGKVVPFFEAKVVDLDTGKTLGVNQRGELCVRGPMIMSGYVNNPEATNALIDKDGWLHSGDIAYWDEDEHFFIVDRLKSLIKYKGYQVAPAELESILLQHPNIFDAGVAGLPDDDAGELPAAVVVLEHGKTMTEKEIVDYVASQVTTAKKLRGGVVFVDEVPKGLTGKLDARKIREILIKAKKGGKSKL
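Purified P. pyralis luciferase, 10 nM final, with Km-level 10 uM D-luciferin and 10 uM ATP in 50 mM Tris acetate pH 7.5, 10 mM Mg acetate, 0.01% Tween-20, 0.05% BSA; 6-point qHTS titration about 60 µM downward; luminescence read.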
* hit, by the source's call; ? = inconclusive; / = no result given; & = joins results of further samples; [ ] = remark or other dose. Unless noted, calls follow the shape of the dose curve; as a rule, active = well fitted curve in the direction sought with a large enough effect; inconclusive = small, poorly fitted or top-dose-only effect, or another doubt; inactive = no such curve, though single readings can be large; an effect the other way counts as inactive or inconclusive. Potency is read from the fitted curve at half-maximal effect.

SMILES	ELG1 genotoxic	Rab9 prom act	BRCA1 expr act	p53 reactivation	uPA surface inh	NPC1 prom act	Gal4-VP16 FLuc	RORg inh	MBNL1 CUG block	FLuc modulator
Cc1ccc2c(CN3CCCCC3)cc(=O)oc2c1	13%	17%	?	5%	2%	2%	?	21%	15%	?
O=C(NCc1ccc2c(c1)OCO2)c1ccc(Br)o1	8%	-2%[1.84 µM]	0%	3%	0%	0%	-19%	8%	-7%	-14%
COc1ccc(CC(=O)NNC(=O)c2nn(Cc3ccccc3)c(=O)c3ccccc23)cc1OC	-1%	5%	2%	0%	10%	0%	-2%	-11%	/	-2%
COc1ccc(C2NC(=O)C(C#N)=C(S)N2c2ccccc2)cc1OC (stereo unspecified)	-4%	-3%	6%	-4%	-2%	1%	?	?	0%	?
O=C(Nc1cc(Cl)ccc1-n1cncn1)c1ccc(F)c(S(=O)(=O)N2CCOCC2)c1	3%	-2%	13%	5%	-6%	0%	/	/	/	0%
O=C(CCC(=O)N1CCOCC1)Nc1nnc(C2CCCCC2)s1	7%	-5%	3%	5%	/	1%	-12%	12%	-8%	3%
CCC(=O)/C=C1/Sc2ccc(OC)cc2N1CC	-2%	0%	3%	7%	-11%	-4%	-7%	29%	-13%	-17%
O=C(c1ccccc1)c1cccn1CC(=O)N1CCN(C2CCCCC2)CC1	3%	-10%	-27%	-5%	9%	-1%	1%	11%	1%	-2%
COc1ccccc1CC(=O)N1CCN(c2cccc(C(F)(F)F)c2)CC1	-10%	-13%	-47%	24%	-15%	-2%	?	85%	0%	-1%
CC(=O)Oc1ccc2c(c1)C(=O)c1ccccc1CO2	?	7%	?	5%	1%	1%	21%	25%	26%	4.8µM*
O=C(Nc1ccccc1F)c1ccc2nc(N3C(=O)CCC3=O)sc2c1	11%	23%	91%	7%	-1%	27%	-6%	25%	5%	?
Nc1ccccc1SCC(=O)Nc1ccc(N2CCOCC2)cc1	9%	3%	33%	13%	-5%	11%	0%	2%	5%	-3%
Cc1ccccc1NC(=O)C1Cc2ccccc2C(=O)O1 (stereo unspecified)	?	3%	75%	1%	-3%	-2%	-13%	-9%	4%	-3%
O=C(Nc1ccc(-c2nc3c(ccc4ccccc43)o2)cc1)c1ccco1	?	?	-21%	?	3%	26%	?	?	-5%	?
CC(C)(C)OC(=O)CNC(=O)c1[nH]cnc1C(=O)NCC(=O)OCc1ccccc1	1%	3%	3%	/	11%	-3%	6%	?	7%	-3%
CCC(C)NCCOCCOc1ccc(Cl)c(C)c1C (stereo unspecified)	-3%	-4%	-30%	-7%	3%	-3%	-8%	-20%	-19%	0%
CC1=C(C(=O)OC2CCCCC2)C(c2ccc(N(C)C)cc2)NC(=O)N1 (stereo unspecified)	-2%	-3%	-10%	11%	13%	-3%	-17%	20%	-3%	1%
C=CCc1cccc(/C=N/NC(=O)C[n+]2ccccc2)c1O	5%	-24%	-50%	24%	-11%	-22%	-11%	?	9%	-1%
CCSc1nnc(NC(=O)C2CCCCC2C(=O)O)s1 (stereo unspecified)	1%	1%	7%	29%	3%	3%	-10%	3%	-4%	-3%
CC(C)Cn1c(CN(Cc2ccccc2)Cc2ccccc2)nc2c1c(=O)n(C)c(=O)n2C	15%	-3%	-37%	-2%	4%	-2%	-5%	-4%	0%	-1%

As a short view, part of the list above:
SMILES	ELG1 genotoxic	Rab9 prom act	BRCA1 expr act	p53 reactivation	uPA surface inh	NPC1 prom act	Gal4-VP16 FLuc	RORg inh	MBNL1 CUG block	FLuc modulator
CCSc1nnc(NC(=O)C2CCCCC2C(=O)O)s1 (stereo unspecified)	1%	1%	7%	29%	3%	3%	-10%	3%	-4%	-3%
CC(C)Cn1c(CN(Cc2ccccc2)Cc2ccccc2)nc2c1c(=O)n(C)c(=O)n2C	15%	-3%	-37%	-2%	4%	-2%	-5%	-4%	0%	-1%

Other records follow:
SMILES	ELG1 genotoxic	Rab9 prom act	BRCA1 expr act	p53 reactivation	uPA surface inh	NPC1 prom act	Gal4-VP16 FLuc	RORg inh	MBNL1 CUG block	FLuc modulator
COC(=O)CNC(=O)Cc1c(F)cccc1Cl	1%	-1%	-1%	-5%	-7%	2%	-2%	3%	3%	-1%
O=C(NCc1ccccc1)NC(=O)c1ccncc1	4%	-10%	1%	-2%	/	3%	-12%	3%	-5%	6%
Cc1cc2c(N=O)c(NO)ccc2[nH]1	?	-25%	-83%	?	-13%	-24%	3.2µM*	5µM*	?	-15%
O=C(CCN1CCC(c2ccccc2)C1)c1cccs1 (stereo unspecified)	-5%	-5%	2%	-23%	-10%	3%	?	?	7%	-3%
CC(=O)N1[C@@H]2CC3C4CC=C5C[C@@H](O)CC[C@]5(C)C4CC[C@]3(C)[C@@]21C(C)=O (stereo partly specified)	2%	-3%	-20%	1%	0%	1%	-4%	-24%	-9%	0%
CCOc1ccc(NC(=O)C2C3CC/C=C\CCC32)cc1 (stereo unspecified)	8%	?	47%	12%	10%	-12%	-2%	26%	4%	-5%
OC1CN=C2Sc3ccccc3N2C1 (stereo unspecified)	-5%	0%	6%	-17%	5%	0%	/	-17%[0.365 µM]	1%	-2%
Cc1cc2oc(C(=O)NCCc3ccc(S(N)(=O)=O)cc3)c(C)c2cc1C	13%	2%	-2%	-1%	-5%	1%	-8%	-36%	22%	-5%
COc1ccc(S(=O)(=O)N2CCSC2)cc1C	7%	-2%	6%	-1%	2%	-1%	9%	36%	-9%	0%
CCCC(=O)Nc1nc2ccc(NC(=O)c3ccc(Br)o3)cc2s1	-7%	9%	67%	1%	3%	11%	?	10%	7%	-2%
CC1(C)Cc2c(sc(NC(=O)c3ccccc3Cl)c2C(=O)O)CO1	-9%	-2%	13%	3%	-2%	-3%	-8%	?	-23%	?
COc1ccc(CNC(=O)CN(C(=O)CCC(=O)Nc2ccccn2)c2cc(C)ccc2C)cc1	-2%	0%	-18%	-5%	-7%	1%	5%	3%	-1%	4%
N#Cc1c(C(F)(F)F)cc(C2CC2)[nH]c1=O	-3%	0%	0%	2%	-13%	-1%	-8%	-9%	12%	1%
O=C(NNc1c2ccccc2nc2ccccc12)C(O)c1ccccc1 (stereo unspecified)	1%	-23%	-53%	4%	0%	-32%[inhibitor]	?	?	?	0%
COC(=O)c1sccc1NC(=O)c1ccc(Br)o1	2%	-10%	-47%	-2%	-3%	1%	-3%	-44%	19%	5%
CCOC(=O)c1c(Nc2nc(C)c(C(=O)NC)s2)sc(C)c1C	1%	2%	12%	-2%	-2%	-2%	7%	38%	4%	0%
Cc1csc(NC(=O)CSc2ncn(-c3ccccc3)n2)n1	3%	-2%	-15%	-12%	4%	-4%	-1%	-16%	-2%	2%
Cc1ccc(/C=N/N2CCOCC2)s1	?	?	95%	2%	-2%	14%	-16%	-10%	?	?
Cc1ccc(NS(=O)(=O)c2ccc3c(c2)NC(=O)CCS3)c(Br)c1	-3%	-7%	-10%&-26%	-6%	-3%	2%	-10%	13%	-10%	0%
Cc1ccc(C)c(C(C)NC(=O)Cc2cccs2)c1 (stereo unspecified)	-1%	7%	1%	-25%	6%	4%	-2%	2%	1%	-4%
COc1cc(NS(=O)(=O)N2CCCC2)cc(OC)c1OC	8%	-4%	-9%	4%	4%	0%	-4%	4%	5%	0%
Cc1cc(C)nc(SCc2nnc(SCc3ccc([N+](=O)[O-])cc3)n2Cc2ccco2)n1	-5%	-4%	-20%	-3%	-2%	-5%	6%	?	?	-2%
O=C(c1ccc2nc(-c3ccco3)c(-c3ccco3)nc2c1)N1CCN(c2ncccn2)CC1	-5%	-4%	-25%	-6%	1%	0%	2%	15%	?	-15%
CC(C)NCCOc1cccc(Br)c1	1%	0%	-2%	-1%	9%	0%	-2%	-8%	3%	4%
COc1cc(/C=C/C(=O)OCC(=O)NCc2ccccc2OC)ccc1O	-3%	1%	5%	-7%	-5%	0%	/	/	/	4%
COc1ccc(NC(=O)c2ccc(Cl)c(S(=O)(=O)N3CC(C)OC(C)C3)c2)cn1 (stereo unspecified)	-2%	-26%	-40%	2%	-6%	-17%	/	/	/	3%
CC(C)(C)c1ccc(C(=O)N2CCC(NC(=O)c3ccccc3)CC2)cc1	-12%	0%	14%	9%	0%	0%	8%	-11%	-1%	-2%
COCCCN1C(=O)c2[nH]nc(-c3cc(C)cc(C)c3O)c2C1c1ccc(O)c(OC)c1 (stereo unspecified)	4%	1%	-44%	-9%	-6%	1%	5%	?	6%	0%
CCc1cccc(CN2CCC(CNC(=O)Nc3ccc(Cl)cc3)CC2)c1	-1%	-8%	-1%	-5%	2%	-6%	1%	-5%	0%	4%
CN1CCN(C(=O)C2CCCN(S(=O)(=O)c3ccccc3)C2)CC1 (stereo unspecified)	-3%	-9%	-2%	15%	-4%	-2%	-2%	-2%	-8%	0%
O=C(O)CC12CC3CC(C1)CC(n1ncc(NCc4ccc5c(c4)OCO5)c(Cl)c1=O)(C3)C2	-1%	-2%	/	-2%	/	-1%	0%	11%	?	0%

Bioassay records deposited in PubChem BioAssay by National Center for Advancing Translational Sciences (NCATS).
